# AmpC inh detg: qHTS Inhibitors of AmpC Beta-Lactamase (assay with detergent); P00811; AID 485294, 2010; Potency, µM (highest dose often 114 µM), for inactives: top-dose activity change, negative = inhibition, usual class: inhibitors; 370,000 tested, 0.041% active; AmpC hydrolysis of nitrocefin, absorbance 480 nm, 0.01% Triton;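 note: potency is the fitted concentration of half-maximal effect; 0% = no-compound wells and -100% = no-enzyme wells; nearly all actives have a fitted effect of over 25% in size; some results filed as inactive show a strong effect at the top dose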
# Target sequence (P00811 whole entry, looked up): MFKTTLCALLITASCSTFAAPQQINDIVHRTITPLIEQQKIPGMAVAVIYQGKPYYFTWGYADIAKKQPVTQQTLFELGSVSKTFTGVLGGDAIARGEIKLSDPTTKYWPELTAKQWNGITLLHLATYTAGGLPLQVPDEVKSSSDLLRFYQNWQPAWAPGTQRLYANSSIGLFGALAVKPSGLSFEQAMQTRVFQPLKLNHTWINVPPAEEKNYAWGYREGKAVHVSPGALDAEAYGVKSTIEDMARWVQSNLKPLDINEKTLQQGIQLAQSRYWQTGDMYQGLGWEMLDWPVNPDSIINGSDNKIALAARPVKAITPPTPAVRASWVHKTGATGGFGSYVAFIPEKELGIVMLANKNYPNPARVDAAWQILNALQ
#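 20 mM phosphate pH 7.0 + 0.01% (detergent screen) or 0.0001% Triton X-100; 5.3 nM AmpC reagent; cpd preinc 15 min RT; nitrocefin (800 uM stock) to start; A480 q20 s × 4 min; Activity was normalised to no-enzyme and no-compound control wells.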
# AMA1 RON2 block: qHTS for Inhibitors of AMA1-RON; Towards Development of Antimalarial Drug Lead: Primary Screen; Plasmodium falciparum AMA1 (3D7) - RON2 peptide interaction; AlphaScreen AMA1-biotinylated RON2 peptide binding; Potency, µM (highest dose often 58.2 µM), inactives show at the top dose activity change, negative = inhibition, usual class: inhibitors; 360,000 tested, 0.2% active;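 note: potency is the fitted concentration of half-maximal effect; 0% = vehicle wells and -100% = peptide control; nearly all actives have a fitted effect of over 45% in size; some results filed as inactive show a strong effect at the top dose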
#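 AMA1 (3D7) with his tag at 25 nM final met compounds first, then biotinylated RON2 peptide at 25 nM; detection used donor plus acceptor beads, 10 µg/mL apiece, read by AlphaScreen after 30 min at room temperature.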
# Sm TGR block: qHTS Assay for the Inhibitors of Schistosoma Mansoni Peroxiredoxins; Schistosoma mansoni thioredoxin glutathione reductase (TGR), Q962Y6; purified TGR, DTNB reduction, TNB absorbance 405 nm; Potency, µM (highest dose often 114 µM), without a hit: at the top dose activity change, negative = inhibition, most hits filed as inhibitors; 360,000 tested, 3% active; note: potency is the fitted concentration of half-maximal effect; nearly all actives have a fitted effect of over 60% in size
#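 Kinetic colorimetric format: TGR-catalysed, NADPH-driven DTNB reduction monitored via TNB absorbance. Enzyme dispensed at 20 nM; compound exposure 15 min at room temperature before reaction start.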
# AmpC inh no detg: qHTS Inhibitors of AmpC Beta-Lactamase (assay without detergent) | AmpC nitrocefin hydrolysis, absorbance 480 nm, 0.0001% Triton | Potency, µM (doses to about 57.1 µM), inactives show at the top dose activity change, negative = inhibition, hits mostly inhibitors | 330,000 tested, 0.52% active | AID 485341, 2010;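 note: potency is the fitted concentration of half-maximal effect; plate controls were no compound for no effect and no enzyme for full effect; nearly all actives have a fitted effect of over 20% in size; some results filed as inactive show a strong effect at the top dose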
#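 AmpC (5.3 nM in the dispensed reagent) in 20 mM phosphate pH 7.0 with 0.01% (detergent screen) or 0.0001% Triton X-100 was preincubated with compounds for 15 min at room temperature. Nitrocefin was then added from an 800 uM solution, and hydrolysis was followed at 480 nm.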
# HCMV inh: qHTS Assay for inhibitors of the human cytomegalovirus (HCMV). 410,000 tested, 4.5% active. AID 1259415, 2018. activity change, negative = inhibition, % at 57.5 µM. HFF cells, HCMV-luciferase reporter, 72 h; hits give low values; in the data active = activity change below about -60%; inconclusive = no clear call, values can overlap the other calls; inactive = above about -39%
#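 Steps: HFFs plated, 16 h 37C; compounds added; HCMV-luciferase added to MOI 1 PFU/cell; 72 h 37C; OneGlo reagent, 5 min room temperature; luminescence read, normalized to controls.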
# LmPK inh: qHTS Assay for Inhibitors of Leishmania Mexicana Pyruvate Kinase (LmPK); Q27686; purified LmPK, Kinase-Glo ATP luminescence, 1 h; Potency, µM (titrated, usually from 57.5 µM), for inactives: at the top dose activity change, negative = inhibition, hits mostly inhibitors; 290,000 tested, 0.37% active; note: potency is the fitted concentration of half-maximal effect
# Target sequence (Q27686 whole entry, looked up): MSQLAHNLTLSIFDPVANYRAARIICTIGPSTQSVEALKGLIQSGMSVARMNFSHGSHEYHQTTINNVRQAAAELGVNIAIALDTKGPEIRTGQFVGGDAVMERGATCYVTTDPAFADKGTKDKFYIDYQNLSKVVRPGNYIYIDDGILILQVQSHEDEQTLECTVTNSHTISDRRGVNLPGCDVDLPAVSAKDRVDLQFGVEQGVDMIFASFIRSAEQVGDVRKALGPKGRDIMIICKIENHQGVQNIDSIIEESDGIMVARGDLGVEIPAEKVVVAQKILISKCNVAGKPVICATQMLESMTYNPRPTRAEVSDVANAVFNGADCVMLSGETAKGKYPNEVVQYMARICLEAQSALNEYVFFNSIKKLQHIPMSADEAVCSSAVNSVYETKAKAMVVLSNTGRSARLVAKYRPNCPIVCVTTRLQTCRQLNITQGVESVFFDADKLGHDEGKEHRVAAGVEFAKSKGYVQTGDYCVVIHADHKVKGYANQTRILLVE
#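 Pyruvate kinase activity monitored as ATP production (luciferase luminescence). Conditions: 0.1 nM enzyme, 0.5 mM PEP, 0.1 mM ADP, 1 h, RT; normalized against uninhibited and no-enzyme wells.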
# Tb PYK inh: qHTS of Trypanosoma Brucei Inhibitors. Potency, µM (series often up to 76.8 µM), for the others: top-dose activity, negative = inhibition, most hits filed as inhibitors. TbPYK enzyme, Kinase-Glo Plus ATP luminescence, 45 min. pyruvate kinase (Trypanosoma brucei), Q57TT1. 410,000 tested, 0.12% active; note: potency is the fitted concentration of half-maximal effect; nearly all actives have a fitted effect of over 50% in size
#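 Activity of T. brucei pyruvate kinase was followed by Kinase-Glo Plus luminescence after the enzyme reacted 45 min at room temperature with 130 uM ADP (final) and substrate. Test compounds were added before ADP at multiple concentrations.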
# * hit, by the source's call; ? = inconclusive; / = not tested or not shown; & = joins results of further samples; [ ] = another dose, or the depositor's remark. Unless noted, calls come from the whole dose curve; as a rule, active = well fitted curve in the direction sought with a large enough effect; inconclusive = small, poorly fitted or top-dose-only effect, or another doubt; inactive = no such curve, though single readings can be large; an effect the other way counts as inactive or inconclusive. Unless noted, % is set by controls: 0 for no effect and ±100 for the full control effect.
SMILES,AmpC inh detg,AMA1 RON2 block,Sm TGR block,AmpC inh no detg,HCMV inh,LmPK inh,Tb PYK inh
Nc1ccc(C(=O)O)cc1[N+](=O)[O-],4%,-4%,-4%,-5%,-24,-3%,1%
C/C(=N\NC(=O)CCCCCNC(=O)c1ccccc1)c1ccccc1O,-3%,71%[activator],-8%,-16%,-24,1%,-3%
CC1CCN(Cc2nnnn2CCCC(=O)N(C)C2CCOC2)CC1 (stereo unspecified),-8%,-8%,-27%,-4%,12,8%,3%
CCOc1ccc(CC(=O)N2CCN=C2SC)cc1,1%,-2%,3%,-16%,64,-7%,3%
Cc1ccc(N2C(=O)CS(=O)(=O)C23C(=O)N(Cc2ccc(Cl)cc2)c2ccccc23)cc1C (stereo unspecified),23%,/,6%,/,0,/,0%
Oc1cc2ccccc2cc1-c1nnc2n1-c1ccccc1SC2,-13%,-6%,-5%,-13%,-1,-1%,-4%
CCC(CC)NC(=O)COC(=O)c1ccc(OCc2ccc(C(C)=O)cc2OC)c(OC)c1,1%,-4%,5%,163%[activator],32,3%,14%
O=C(C[n+]1cccc(CNC(=O)c2ccc(OC(F)F)cc2)c1)Nc1ccccc1Cl,-8%,-12%,1%,15%,6,-1%,-12%
Cc1ccc(NC(=O)C(C)N2C(=O)c3ccccc3C2=O)cc1C (stereo unspecified),-8%,0%,-1%,-17%,-23,-3%,-6%
Cc1cccc(C)c1NC(=O)NC1CC2CCC(C1)N2Cc1cccs1 (stereo unspecified),2%,11%,-3%,-8%,-3,4%,0%
COc1ccccc1NC(=O)N(Cc1ccc2c(c1)OCO2)C1CCN(Cc2ccccc2)CC1,11%,/,9%,/,-6,/,2%
CC(C)C12CN3CC(C(C)C)(CN(C1)C3(C)C)C2=O,-1%,-3%,0%,10%,12,3%,-2%

# Six of these compounds in a different format.
Structure | AmpC inh detg | AMA1 RON2 block | Sm TGR block | AmpC inh no detg | HCMV inh | LmPK inh | Tb PYK inh
Cc1ccc(NC(=O)C(C)N2C(=O)c3ccccc3C2=O)cc1C (stereo unspecified) | -8% | 0% | -1% | -17% | -23 | -3% | -6%
COc1ccccc1NC(=O)N(Cc1ccc2c(c1)OCO2)C1CCN(Cc2ccccc2)CC1 | 11% | / | 9% | / | -6 | / | 2%
CC(C)C12CN3CC(C(C)C)(CN(C1)C3(C)C)C2=O | -1% | -3% | 0% | 10% | 12 | 3% | -2%
Oc1cc2ccccc2cc1-c1nnc2n1-c1ccccc1SC2 | -13% | -6% | -5% | -13% | -1 | -1% | -4%
CC1CCN(Cc2nnnn2CCCC(=O)N(C)C2CCOC2)CC1 (stereo unspecified) | -8% | -8% | -27% | -4% | 12 | 8% | 3%
C/C(=N\NC(=O)CCCCCNC(=O)c1ccccc1)c1ccccc1O | -3% | 71%[activator] | -8% | -16% | -24 | 1% | -3%

# Molecules listed so far containing a Cl atom (two):
SMILES,AmpC inh detg,AMA1 RON2 block,Sm TGR block,AmpC inh no detg,HCMV inh,LmPK inh,Tb PYK inh
Cc1ccc(N2C(=O)CS(=O)(=O)C23C(=O)N(Cc2ccc(Cl)cc2)c2ccccc23)cc1C (stereo unspecified),23%,/,6%,/,0,/,0%
O=C(C[n+]1cccc(CNC(=O)c2ccc(OC(F)F)cc2)c1)Nc1ccccc1Cl,-8%,-12%,1%,15%,6,-1%,-12%

# Next section.
SMILES,AmpC inh detg,AMA1 RON2 block,Sm TGR block,AmpC inh no detg,HCMV inh,LmPK inh,Tb PYK inh
COc1ccc(C2CC(c3ccc(F)cc3)=NN2c2ccccc2)cc1OC (stereo unspecified),-8%,-2%,?,15%,77,-4%,-4%
COc1cccc(NC(=O)CN(C)C(=O)CCSc2ccc(C)cc2)c1,0%,28%,0%,-17%,-6,/,2%
O=C(CP(=O)(c1ccccc1)c1ccccc1)N/N=C/c1cc(Br)cc(Br)c1O,-2%,-24%,-32%,-43%,?,5%,-19%
CC(C)C[C@H]1CNC(=S)N1C[C@H]1CCCN1C[C@H](Cc1ccc(O)cc1)N1C[C@H](Cc2ccc(O)cc2)N(CCc2ccccc2)C1=S,/,7%,/,/,?,/,-6%
COc1ccccc1N1CCN(S(=O)(=O)c2cc3[nH]c(=O)c(=O)[nH]c3cc2C)CC1,2%&8%,1%,-19%&-1%,-21%,42&13,7%,2%&-4%
CC(=O)COc1ccc2c(-c3ccccc3)cc(=O)oc2c1,-3%,-11%,-7%,-37%,-35,1%,3%
O=C(CCn1c(=S)[nH]c2cc3c(cc2c1=O)OCO3)NCc1cccc(Cl)c1,-1%,58%[activator],-21%,-26%,1,-1%,-9%
CC(C)(C)S(=O)N1Cc2cc(C(=O)N[C@@H]3CCN(Cc4ccccc4)C3)nc(-c3cccc(-c4cc5ccccc5o4)c3)c2[C@@H]1CCO (stereo partly specified),/,-27%,/,/,-7,/,-1%
CCN(CC)CCn1c(=N)n(CC(O)c2ccco2)c2ccccc21 (stereo unspecified),21%,0%,-1%,-33%,-32,1%,4%
Cc1ccc(CN(c2ccc(C(=O)NCc3ccccn3)cc2)S(C)(=O)=O)cc1,1%,17%,0%,31%,-6,0%,0%
Cc1ccc(S(=O)(=O)N[C@@H](Cc2ccccc2)C(=O)N2CCC[C@@H]2C(=O)O)cc1,0%,6%,-4%,-16%,46,5%,-9%
CCOc1ccccc1C1C(C(=O)OC)=C(N)OC2=C1C(=O)CCC2 (stereo unspecified),-11%,-7%,0%[11.4 µM],-10%,-27,-2%,1%
O=C(c1cccc(Cl)c1)N1c2nc(-c3ccco3)nn2C2(CCCCC2)[C@@H]2CCCC[C@@H]21,16%,/,-25%,/,-28,/,-4%
O=C(C1=C[C@@H](C2CC2)C[C@@H](OCc2ccc(CO)cc2)O1)N1CCN(Cc2ccccc2)CC1,-3%,8%,4%,126%[activator],?,8%,2%
CCOc1ccc(N(CC(=O)Nc2ccccc2Cl)S(C)(=O)=O)cc1,2%,0%,18%,44%,119,1%,0%
CC(C)CCN1CC(C(=O)NCc2ccc(F)cc2)CC1=O (stereo unspecified),-1%,-16%,-4%,2%,-18,0%,4%
CC(Cc1cnccn1)NC(=O)c1cc(COc2ccc(F)cc2F)on1 (stereo unspecified),-6%,-7%,-19%,-6%,-28,0%,-17%
Cc1cc(NC(=O)c2cccs2)ncc1NC(=O)C(C)(C)C,?,-3%,-13%,-4%,53,-11%,-18%
O=C(O)CCC(=O)N1CCC(n2nnc3cc(C(F)(F)F)ccc32)CC1,-3%,20%,0%,-8%,0,1%,-2%
CCc1c(C)nc(SCC(=O)N2C(C)CCCC2C)[nH]c1=O (stereo unspecified),?,6%,-13%,-27%,38,1%,1%
O=C(CCCC(=O)OCC(=O)c1cccs1)Nc1ccc(F)cc1,-7%,8%,/,-11%,-34,1%,30%
COC(=O)c1ccccc1NC(=O)c1sc2nc(C)cc(C)c2c1NC(=O)c1ccccc1OC,-7%,/,2%,/,6,/,2%
CCOC(=O)c1ccc(NC(=O)c2ccc(NC(=O)c3ccccc3)cc2)cc1,4%,-1%,5%,-9%,25,1%,1%
Cn1ccc2c(-c3ccccc3F)cc3c(c21)C1CCC3C1 (stereo unspecified),/,-13%,/,/,-23,/,3%
CCN(CC)CCn1c2c(c(SCC(=O)Nc3cc(C)cc(C)c3)nc1=O)CCC2,0%,18%,-5%,-26%,-13,/,3%
CCCCn1nnnc1C(c1cc2ccccc2o1)N1CCCCC1 (stereo unspecified),/,-1%,/,/,-18,/,-1%
Cc1cc(=O)[nH]c(S/C=C/c2ccccc2)n1,3%,4%,4%,-12%,101,13µM*,-4%
Cc1cc(=O)nc2c3ccccc3n(CC(=O)NC3CCCCC3)n12,-1%,6%,13%,-6%,30,2%,-2%
O=C1NN(c2ccccc2)C(=O)/C1=C\c1cccn1-c1ccc(Cl)c([N+](=O)[O-])c1,3%,-4%,1%,-22%,22,2%,-16%
Cc1cc(C)n(C(C)CC(=O)NCc2ccccc2C)n1 (stereo unspecified),19%,/,3%,/,8,/,-11%
CCc1cccc(NC(=O)CCn2nc(C)cc2C)c1,18%,/,1%,/,-1,/,0%
CCCNC(=O)C(CC)NS(=O)(=O)c1ccc(OC)cc1 (stereo unspecified),-1%,17%,11%,-16%,18,-8%,-3%
CC(=O)Nc1ccc(S(=O)(=O)N2CCSC2c2ccc(Cl)cc2)cc1 (stereo unspecified),-19%,-10%,11%,4%,?,7%,-8%
Cc1cc(Cl)ccc1OCC(=O)NNC(=O)C1CCN(c2ncnc3sc(C)c(C)c23)CC1,4%,92%[activator],3%,101%[activator],?,/,-9%
O=C(Cc1ccccc1)NC(=S)Nc1ccc(N2CCCCC2)cc1,-9%,-24%,-33%,-21%,?,0%,-1%
COc1cc(/C=C2/C(=N)N3N=C(CC(=O)N4CCOCC4)SC3=NC2=O)ccc1OCc1ccccc1,2%,1%,5%,-8%,-12,13%,2%
CCCN1C(=O)/C(=C/c2ccc(C)o2)SC1=Nc1ccc(OCC)cc1,-6%,-16%,?,-7%,5,-4%,4%
CC(C(=O)Nc1ccc(F)c(F)c1F)N(C)Cc1cccs1 (stereo unspecified),-1%,7%,-1%,4%,?,-10%,3%
COc1cc(C2C3=C(COC3=O)Oc3cc4c(cc32)OCO4)cc(OC)c1O (stereo unspecified),/,4%,/,/,-79*,/,-1%
COc1ccc(Cl)cc1C(=O)NNC(=O)COC(=O)c1ccc(Br)o1,/,31%[activator],/,-25%,-25,/,4%
COc1cccc(C(C(=O)NC2CCCC2)N(Cc2ccco2)C(=O)c2ccco2)c1OC (stereo unspecified),6%,-9%,-11%,3%,-19,4%,-10%
COc1ccccc1N1CCN(S(=O)(=O)c2cccs2)CC1,-5%,9%,6%,-19%,1,0%,-7%
Cc1cc(OC(F)F)ccc1NC(=S)NCCc1ccccc1,?,23%,-1%,-25%,-17,0%,-2%
Cc1nn(-c2ccccc2)c(OC(=O)c2ccccc2Cl)c1S(=O)(=O)c1ccccc1,10%,/,4%,/,12,/,-5%
Cc1ccc(-n2c(C)nnc2SCC(=O)Nc2ccccc2)cc1,-3%,-7%,-2%,7%,33,3%,7%
O=C(Nc1cc(S(=O)(=O)N2CCOCC2)ccc1N1CCOCC1)c1ccccc1F,-4%,-3%,5%,-14%,-5,/,2%
